M1 antag – human M1 muscarinic receptor antagonists, primary screen, CHO-K1 cells, Fluo-8 calcium fluorescence, 1536-well. Muscarinic acetylcholine receptor M1 (Homo sapiens), P11229. inhibition, % at 3 µM. CHO-K1 hM1, ACh EC80 antagonist. hit rate 1.3% among 360,000;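 active means percent inhibition above its own plate's cutoff, namely the mean of that plate's compound wells plus 3 SD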;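 further: peak over basal fluorescence ratio during 140 s after agonist addition; 0% = ACh EC80 plus DMSO and 100% = DMSO alone without agonist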
Target sequence (P11229 whole entry, looked up): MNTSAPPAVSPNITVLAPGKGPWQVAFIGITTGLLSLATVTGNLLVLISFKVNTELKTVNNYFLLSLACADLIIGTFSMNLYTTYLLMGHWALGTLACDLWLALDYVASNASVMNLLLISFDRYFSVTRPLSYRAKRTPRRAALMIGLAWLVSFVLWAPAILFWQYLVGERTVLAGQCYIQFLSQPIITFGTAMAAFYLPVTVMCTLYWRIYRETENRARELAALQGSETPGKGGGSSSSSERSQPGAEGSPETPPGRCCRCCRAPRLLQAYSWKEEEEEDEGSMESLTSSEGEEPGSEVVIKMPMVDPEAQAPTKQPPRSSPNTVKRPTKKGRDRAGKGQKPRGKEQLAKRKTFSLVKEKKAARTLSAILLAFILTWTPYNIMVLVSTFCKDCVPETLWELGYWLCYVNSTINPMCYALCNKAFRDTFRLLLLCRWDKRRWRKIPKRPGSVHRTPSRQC
TAAR1 antag – human TAAR1 antagonists, primary screen, Fluo-8 calcium fluorescence, CHO RD-HGA16 cells; hit rate 1.5% among 360,000; inhibition, % at 3 µM; AID 624466, 2012; antagonist; Trace amine-associated receptor 1 (Homo sapiens), Q96RJ0;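 active means inhibition above a per-plate cutoff, the mean inhibition of test compounds on that plate plus 3 SD, cut at about 49% in these data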;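 further: 0% = DMSO plus EC80 beta-PEA response and 100% = DMSO alone without agonist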
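Assay system: CHO-derived RD-HGA16 cells stably expressing human TAAR1 plus Gα16. Timing: 140 s kinetic read after compound, 140 s after agonist. Technique: kinetic Fluo-8 calcium fluorescence measurement. Measure: % inhibition of agonist calcium response.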
CHO parental Ca – ATP-evoked calcium signal inhibitors, parental CHO, primary screen, counter-screen for OX1R antagonist project, cell-based, fluorescence, Fluo-8 calcium dye; hit rate 0.63% among 330,000; parental CHO-K1, ATP-induced calcium, Fluo-8 fluorescence; inhibition, % at 5.6 µM;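 active means inhibition above that plate's mean sample inhibition plus 3 SD, cut at about 26% in these data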;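 further: 0% = ATP-challenged DMSO wells and 100% = DMSO wells without ATP; some compounds past the cut are filed as inactive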
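Assay system: untransfected parental CHO cell line. Also added: ATP agonist challenge. Dosing: one dose, 5.6 µM nominal. Measured by: Fluo-8 fluorescence. Read-out: % inhibition. Benchmarks: ATP wells versus no-ATP DMSO wells. Repeats: no replicates.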
OXTR potentiator – human OXTR potentiators, primary screen, fluorescence, CHO-OTR cells, Fluo-8 calcium; Oxytocin receptor (Homo sapiens), P30559; Fluo-8 calcium fluorescence, potentiator mode; 0% = oxytocin EC15, 100% = EC100; activation, % at 3 µM; hit rate 0.061% among 320,000;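 active means activation above that plate's cutoff, the mean activation of tested compounds plus 3 SD, cut at about 6.6% in these data, passing the limit was not always enough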;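 further: 100% uses oxytocin at 75 nM as the full agonist control; some results filed as inactive read as strong as hits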
Target sequence (P30559 whole entry, looked up): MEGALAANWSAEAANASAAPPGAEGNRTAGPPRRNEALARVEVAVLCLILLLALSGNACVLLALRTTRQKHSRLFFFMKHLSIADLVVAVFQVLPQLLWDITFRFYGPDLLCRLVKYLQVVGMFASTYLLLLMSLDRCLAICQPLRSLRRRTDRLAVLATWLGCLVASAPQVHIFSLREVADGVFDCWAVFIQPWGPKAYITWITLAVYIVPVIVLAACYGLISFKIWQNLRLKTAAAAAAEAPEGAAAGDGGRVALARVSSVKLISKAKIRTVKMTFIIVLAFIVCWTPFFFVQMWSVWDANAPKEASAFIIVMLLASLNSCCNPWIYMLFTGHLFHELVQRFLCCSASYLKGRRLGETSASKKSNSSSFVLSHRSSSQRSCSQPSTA
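Material: CHO-OTR cells, human receptor; compound dosing: single dose, 3.0 µM nominal final compound concentration; schedule: 6 min compound pre-incubation at room temperature, 100 s kinetic read; measured by: kinetic Fluo-8 calcium fluorescence; read-out basis: % activation vs EC15 and EC100 oxytocin; controls: EC15 oxytocin alone as 0%, 75 nM oxytocin as 100%; replicates: singlicate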
CHO-K1 Ca antag – M1 antagonist counterscreen hit in parental CHO-K1 cells; AID 602250; hit rate 0.6% among 360,000; ATP-induced calcium, Fluo-8 fluorescence; inhibition, % at 3 µM;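 active means inhibition above a per-plate cutoff, the plate's mean sample inhibition plus 3 SD, cut at about 24% in these data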;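 further: 0% = DMSO plus EC80 ATP and 100% = DMSO alone without ATP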
M1 PAM parental – nonselective calcium activators in parental CHO-K1 cells, primary screen, counter-screen for M1 PAM project, cell-based, Fluo-8 calcium fluorescence, full deck, 1536-well. ATP EC20; 0% at ATP EC20, 100% at ATP max. activation, % at 3 µM. hit rate 0.02% among 360,000. AID 602247, 2012;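 active means activation above the run cutoff, the mean activation of all test compounds plus 3 SD, cut at about 40% in these data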;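 further: peak over basal fluorescence ratio in a 140 s read after ATP addition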
CHRM1 agonist – human M1 muscarinic receptor agonists, primary screen, Fluo-8 calcium fluorescence, CHO-K1 cells, HTS. activation, % at 3 µM. hit rate 0.33% among 360,000. AID 588814, 2011. CHO-K1 hM1, agonist mode; 0% DMSO, 100% acetylcholine EC100. Muscarinic acetylcholine receptor M1 (Homo sapiens), P11229;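 active means activation above the run's mean compound activation plus 3 SD, cut at about 16% in these data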;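 further: peak over basal fluorescence ratio within a 140 s kinetic read after compound addition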
TAAR1 agonist – human TAAR1 agonists, primary screen, Fluo-8 calcium fluorescence, CHO RD-HGA16 cells; Trace amine-associated receptor 1 (Homo sapiens), Q96RJ0; vehicle wells 0%, saturating PEA agonist 100%; activation, % at 3 µM; hit rate 0.99% among 360,000; AID 624467, 2012;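 active means activation above the mean activation of all test compounds in the run plus 3 SD, cut at about 38% in these data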
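Repeats: no replicates (n 1) | Material: CHO-derived RD-HGA16 cells with stable Gα16 and human TAAR1 | Technique: Kinetic Fluo-8 calcium fluorescence | Schedule: 17-24 h seeding, 75 min 37 °C dye, 30 min RT | Evaluation: % activation from peak over basal fluorescence ratio, DMSO-to-PEA scaled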
CHO-K1 Ca ag – counter-screen for M1 agonists: effect in parental CHO-K1 cells; Fluo-8 calcium fluorescence; scaled to maximal ATP response, vehicle zero; activation, % at 3 µM; hit rate 0.48% among 360,000; in the data active means activation above about 15%;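 further: untransfected CHO-K1 host cells lacking M1 receptor as counterscreen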
Active calls of the source: *; nt = no result given.

SMILES	M1 antag	TAAR1 antag	CHO parental Ca	OXTR potentiator	CHO-K1 Ca antag	M1 PAM parental	CHRM1 agonist	TAAR1 agonist	CHO-K1 Ca ag
CN1CCN(C(=O)N(c2ccccc2)c2ccccc2)CC1	24	-19	-6	4	-10	14	-8	4	1.1
O=C(O)c1cc(-c2ccccc2)c(N2CCOCC2)s1	-3	4	-6	-10	-6	3	-3	3	-0.1
CCS(=O)(=O)c1ccc(O)c(NC(=O)Nc2cccc3ccccc23)c1	-12	-27	-26	-6	-5	14	-1	4	0.1
Cc1ccc(C(=O)Nc2ccc3c(c2)ncn3C)cc1	0	8	-2	-5	-3	-3	-5	-1	0.0
Cc1ccc(N2CC(C(=O)NCCC3=CCCCC3)CC2=O)cc1 (stereo not given)	-8	4	-4	-6	8	5	-2	-1	6.2
O=C(CCCOc1ccccc1)N1CCN(S(=O)(=O)c2ccc(Cl)cc2)CC1	-13	-10	-21	3	3	-6	-1	-1	1.1
Cn1c(N)c(C(=O)COC(=O)/C=C/c2ccc(F)cc2)c(=O)n(C)c1=O	-1	-15	-13	-10	-8	-3	0	5	4.1
Cc1ccc(C)c(S(=O)(=O)Nc2cc(C)on2)c1	-8	-16	-2	-10	-6	27	-1	-1	0.4
CCn1c(SCC(=O)Nc2cccc(NC(=O)c3ccco3)c2)nnc1-c1cccs1	7	13	-27	3	1	5	-4	9	0.8
CCc1noc(C)c1C(=O)Nc1ccccc1C(C)(C)C	-12	12	-3	-6	-3	18	-1	-1	1.0
COc1ccc(CCNC(=O)C2CCN(c3ccc(N4CCOCC4)nn3)CC2)c(OC)c1	-6	-13	7	-6	0	14	-9	0	0.1
Cn1c(CNC(=O)c2ccco2)nnc1SCC(=O)Nc1ccccc1Cl	-7	2	2	-10	-4	6	-4	1	1.3
O=C(N/C(=C\c1ccc([N+](=O)[O-])cc1)C(=O)N1CCCCC1)c1ccc(Br)o1	11	-4	9	-11	-3	10	-1	0	1.1
Cc1ccccc1C(=O)NCC(=O)Nc1ccccc1C(F)(F)F	-20	-5	-11	2	-10	0	-4	1	0.2
Cc1ccccc1-c1nc(CS(=O)CC(=O)NC2CCCCC2)c(C)o1 (stereo not given)	-13	-6	-15	-7	-9	-8	1	-1	0.3
Cc1ccc(OCC(=O)Nc2ccc(S(=O)(=O)N3CCOCC3)cc2)c(C)c1	-13	-17	nt	nt	-3	5	-2	5	2.3
C[C@@H]1CN([C@H](C)CO)C(=O)c2cc(NS(=O)(=O)c3cn(C)cn3)ccc2O[C@@H]1CN(C)S(C)(=O)=O	-4	-4	-4	5	-9	5	-3	9	0.2
CCn1c(SCC(=O)NC2CCCCC2)nnc1C(C)NC(=O)c1ccccc1F (stereo not given)	-1	-20	-1	-3	-13	22	-3	7	0.6
C=CCN1CC(O)=C(c2nc3ccccc3[nH]2)C1=N	-1	10	-1	-2	-6	16	-3	1	-0.1
O=C(CCl)Nc1cccc(Oc2cnccn2)c1	-16	-21	-14	-15	-19	4	-2	0	-0.1
Cc1ccc2oc(-c3cccc(NC(=O)c4cc(-n5cnnc5)ccc4Cl)c3)nc2c1	-1	29	-13	-4	-6	13	-4	12	-0.2
Cc1cc(-c2[nH]nc3c2C(c2ccc(Cl)cc2)C(C#N)=C(N)O3)c(C)s1 (stereo not given)	-8	-6	10	-4	-2	5	0	15	-0.2
COc1cc(NC(=O)CN2c3cccc4cccc(c34)S2(=O)=O)cc(OC)c1OC	3	7	8	-27	-3	9	2	1	2.5
COc1ccc(C2c3ccc(O)cc3Oc3ncn4nc(-c5ccncc5)nc4c32)cc1OC (stereo not given)	9	-19	-10	-5	-3	5	-1	1	0.7
CC(=O)Nc1ccc(/C(C)=N/NS(=O)(=O)c2ccc(C)cc2)cc1	6	-15	-6	-3	-4	0	-3	13	-0.2

Entries above that have an NH in an aromatic ring, in the order listed:
SMILES	M1 antag	TAAR1 antag	CHO parental Ca	OXTR potentiator	CHO-K1 Ca antag	M1 PAM parental	CHRM1 agonist	TAAR1 agonist	CHO-K1 Ca ag
C=CCN1CC(O)=C(c2nc3ccccc3[nH]2)C1=N	-1	10	-1	-2	-6	16	-3	1	-0.1
Cc1cc(-c2[nH]nc3c2C(c2ccc(Cl)cc2)C(C#N)=C(N)O3)c(C)s1 (stereo not given)	-8	-6	10	-4	-2	5	0	15	-0.2

The main list resumes with the 3 entries that preceded the break.
SMILES	M1 antag	TAAR1 antag	CHO parental Ca	OXTR potentiator	CHO-K1 Ca antag	M1 PAM parental	CHRM1 agonist	TAAR1 agonist	CHO-K1 Ca ag
COc1cc(NC(=O)CN2c3cccc4cccc(c34)S2(=O)=O)cc(OC)c1OC	3	7	8	-27	-3	9	2	1	2.5
COc1ccc(C2c3ccc(O)cc3Oc3ncn4nc(-c5ccncc5)nc4c32)cc1OC (stereo not given)	9	-19	-10	-5	-3	5	-1	1	0.7
CC(=O)Nc1ccc(/C(C)=N/NS(=O)(=O)c2ccc(C)cc2)cc1	6	-15	-6	-3	-4	0	-3	13	-0.2
COc1ccc2[nH]c3c(=O)n(CCCC(=O)NC4CCCCC4C)c(=S)[nH]c3c2c1 (stereo not given)	-11	-19	-23	-6	-3	10	-4	4	3.5
Cc1ccc(C(=O)OCC(=O)N2C(C)CCCC2C)s1 (stereo not given)	-6	-9	-10	-1	-9	-7	-1	1	-0.5
O=C(NC1CCCCC1)c1cccc(S(=O)(=O)N2CCCCC2)c1	-7	-8	-10	4	-12	5	-5	1	1.0
CCc1ccc(C(=O)CSc2nc3ccccc3c(=O)[nH]2)cc1	2	19	-13	-18	1	8	-3	12	0.3
O=[N+]([O-])c1ccc(CN2CCN(Cc3c[nH]c4ccccc34)CC2)cc1	-9	10	1	-19	0	8	-11	2	0.4
CS(=O)(=O)N(CC(=O)Nc1ccccc1C(=O)N1CCOCC1)c1cccc([N+](=O)[O-])c1	-1	-13	-19	-4	-13	7	1	1	1.5
COc1cc(/C=C/C(=O)N2CC(C)OC(C)C2)cc(OC)c1OC (stereo not given)	-16	-13	-14	-2	11	10	-3	8	0.0
COC(=O)c1ccccc1NC(=O)CNC(=O)c1ccc(OC)cc1	-10	0	-14	-5	-6	2	-1	0	0.3
O=C1c2cccc3c([N+](=O)[O-])ccc(c23)C(=O)N1c1ccc(Cl)cn1	23	71*	35*	-12	10	-12	-10	2	0.5
CC(=O)c1cc(C(=O)c2ccccc2)sc1Nc1ccccc1	-7	-3	-26	-4	-7	9	-9	-1	0.3
O=C(NCc1ccc2c(c1)OCO2)c1ccc2c(c1)S(=O)(=O)c1ccccc1C2=O	6	29	-21	-2	-13	-2	-6	10	2.4
O=C(NN=Cc1ccc(F)cc1)C1CC1	-16	-10	nt	nt	-7	10	-1	13	3.0
CC(NC(=O)Nc1ccccc1Cl)c1ccc2c(c1)OCO2 (stereo not given)	-1	-34	0	11	7	-17	-6	5	0.0
O=c1c2c3c(sc2n(CCN2CCCCC2)c(=O)n1Cc1ccco1)CCCCC3	2	-4	-24	2	-19	8	-15	25	-0.2
COc1ccc(-n2c(=S)[nH]c3cc(C(=O)NCc4ccccc4OC)ccc3c2=O)c(OC)c1	-3	29	2	-7	-10	12	6	18	7.4
CCCS(=O)(=O)NC(=O)C1(C)CCCN(C(=O)c2cc(F)ccc2C)C1 (stereo not given)	5	-6	nt	nt	2	-4	-2	0	0.1
O=C(COC(=O)c1cccnc1Cl)Nc1ccccc1OC(F)F	-6	27	-10	-2	1	10	-3	2	3.3
CC(OC(=O)c1cc2ccccc2o1)C(=O)Nc1ccc(N2CCOCC2)cc1 (stereo not given)	2	-1	-7	-5	0	3	-5	12	0.6
CCCCN1CCS(=O)(=O)N(Cc2ccccc2Br)CC(C(=O)OC)C1 (stereo not given)	-6	-12	-34	nt	-5	16	-12	-2	1.1
Cc1ccc2nc(-c3ccc(O)c(O)c3)cn2c1	-21	5	2	-15	-4	-5	-4	-1	0.7
O=C(NCc1ccccc1CN1CCCCC1)c1ccccc1N1CCCC1=O	-3	7	-13	8	-15	-1	-8	1	0.3
Cn1ccc2c(N3CCCC3)cc3c(c21)C1CCC3C1 (stereo not given)	0	-14	nt	nt	16	5	-9	-1	-0.1
Cc1ccc(NC(=O)c2cc(-c3ccc4c(c3)OCO4)on2)cc1	-10	-1	0	-3	-12	28	-2	-1	1.1
CCOC(=O)C1CCN(C(=O)c2ccc(N(C)S(C)(=O)=O)cc2)CC1	-5	-2	-2	-3	-12	6	-5	6	0.4
Cc1noc(C)c1COC(=O)CCCNC(=O)c1ccc(Cl)cc1	3	3	-15	4	-14	11	-2	1	1.7
Cc1onc(-c2ccccc2)c1C(=O)Nc1ccc(Cl)cn1	-20	-4	-16	-1	-7	7	-6	5	-0.7
Cn1c(SCc2c(Cl)cccc2Cl)nc(C(F)(F)F)cc1=O	-7	11	-11	0	-12	9	-4	22	1.2

Already shown: an excerpt of the list.
SMILES	M1 antag	TAAR1 antag	CHO parental Ca	OXTR potentiator	CHO-K1 Ca antag	M1 PAM parental	CHRM1 agonist	TAAR1 agonist	CHO-K1 Ca ag
COc1ccc2[nH]c3c(=O)n(CCCC(=O)NC4CCCCC4C)c(=S)[nH]c3c2c1 (stereo not given)	-11	-19	-23	-6	-3	10	-4	4	3.5
Cc1ccc(C(=O)OCC(=O)N2C(C)CCCC2C)s1 (stereo not given)	-6	-9	-10	-1	-9	-7	-1	1	-0.5
O=C(NC1CCCCC1)c1cccc(S(=O)(=O)N2CCCCC2)c1	-7	-8	-10	4	-12	5	-5	1	1.0
CCc1ccc(C(=O)CSc2nc3ccccc3c(=O)[nH]2)cc1	2	19	-13	-18	1	8	-3	12	0.3
O=[N+]([O-])c1ccc(CN2CCN(Cc3c[nH]c4ccccc34)CC2)cc1	-9	10	1	-19	0	8	-11	2	0.4
CS(=O)(=O)N(CC(=O)Nc1ccccc1C(=O)N1CCOCC1)c1cccc([N+](=O)[O-])c1	-1	-13	-19	-4	-13	7	1	1	1.5

Bioassay records as filed in PubChem BioAssay.
